PDI turbidity: PDI (human) enzyme inhibition | PDI insulin aggregation turbidity, A650, 90 min | AID 588391 | 350,000 tested, 0.052% active | inhibition, % at 10 µM;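 active = mean inhibition across replicates of 30% or more, whatever share of single replicates reach that level; inconclusive = mean inhibition below 30% while every single replicate reaches 30%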;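 also: absorbance from insulin aggregation driven by PDI reduction with DTT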
Target sequence (P07237 whole entry, looked up): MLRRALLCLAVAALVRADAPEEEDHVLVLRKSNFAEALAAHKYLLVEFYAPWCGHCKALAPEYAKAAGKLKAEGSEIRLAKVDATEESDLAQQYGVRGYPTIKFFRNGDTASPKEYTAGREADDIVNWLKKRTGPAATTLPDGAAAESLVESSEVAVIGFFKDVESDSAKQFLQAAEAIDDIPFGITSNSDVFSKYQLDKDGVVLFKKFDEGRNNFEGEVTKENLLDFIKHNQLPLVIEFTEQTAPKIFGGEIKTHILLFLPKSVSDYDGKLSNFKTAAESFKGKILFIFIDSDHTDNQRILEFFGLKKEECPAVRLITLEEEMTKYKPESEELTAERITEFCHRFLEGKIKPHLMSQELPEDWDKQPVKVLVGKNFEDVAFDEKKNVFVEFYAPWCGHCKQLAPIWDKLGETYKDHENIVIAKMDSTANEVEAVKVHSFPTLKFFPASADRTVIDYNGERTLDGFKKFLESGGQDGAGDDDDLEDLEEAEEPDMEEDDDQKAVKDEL
CaV13 ICDI inh: Primary screen for inhibitors of IQ motif and Ca2+-dependent inactivation inhibitor domain binding in CACNA1D, Förster resonance energy transfer in living cells, …; HEK cells, CFP/YFP FRET ICDI-IQ, plate reader, 10 min; percent FRET-ratio fall versus neutral wells; inhibition, % at 12.3 µM; 340,000 tested, 0.098% active; AID 743397;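 active = mean replicate inhibition of at least 30% and at least 1% of replicates passing that level; inconclusive = only one of the two criteria is met; inactive = neither criterion is met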;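 also: 0% = median of the neutral control wells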
MITF TRPM1 inh: inhibitors of MITF-driven TRPM1 promoter in melanoma cells | inhibition, % at 12.5 µM | SK-MEL-5 TRPM1 promoter luciferase, 24 h | 330,000 tested, 0.83% active | AID 488899;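 active = mean inhibition across replicates of 60% or more, whatever share of single replicates reaches that level; inconclusive = some that reach 60%, reason not given; inactive = mean inhibition across replicates below 60%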; also: values of inactives mirror those of a sister screen read the other way
iPSC survival up: increases survival of single human iPS cells | AID 602274 | hiPSC single-cell survival, ATPlite luminescence; 100% = ROCK inhibitor wells, 0% = DMSO | 360,000 tested, 0.044% active | survival enhancement, % at 20 µM; in the data active = survival enhancement above about 18%;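 also: cells exposed to compounds for 16 hours before the ATP read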
NR2E3 ag-1: agonists of human nuclear receptor NR2E3; Q9Y5X4; GST-NR2E3/biotin-RetCOR TR-FRET, 1536-well; inhibition of corepressor binding, % at 4.78 µM; 320,000 tested, 0.12% active; AID 2300;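 active = percent inhibition above the cutoff of mean plus 3 SD of all tested compounds, set per screening campaign, cut at about 20% in these data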;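 also: 0% = DMSO wells and 100% = biotin wells as full block of FRET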
Target sequence (Q9Y5X4 whole entry, looked up): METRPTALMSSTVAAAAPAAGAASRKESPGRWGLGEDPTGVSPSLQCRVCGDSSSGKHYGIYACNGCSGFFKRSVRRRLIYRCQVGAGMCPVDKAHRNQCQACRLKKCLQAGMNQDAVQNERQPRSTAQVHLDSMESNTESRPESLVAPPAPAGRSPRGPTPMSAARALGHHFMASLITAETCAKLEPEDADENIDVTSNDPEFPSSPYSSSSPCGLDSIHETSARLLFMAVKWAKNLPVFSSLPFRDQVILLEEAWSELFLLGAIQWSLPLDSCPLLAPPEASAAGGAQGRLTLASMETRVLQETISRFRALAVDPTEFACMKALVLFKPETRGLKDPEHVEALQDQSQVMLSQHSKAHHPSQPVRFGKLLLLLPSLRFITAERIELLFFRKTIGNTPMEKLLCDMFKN
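System: GST-NR2E3 and biotin-RetCOR proteins; probe or stimulus: 7 nM biotin-RetCOR; doses: compound at 4.8 µM, single dose; schedule: Compound–protein incubation for 5 h at 4 °C; detection: time-resolved FRET; read-out: percent inhibition; controls: biotin wells as high control, 0.6% DMSO wells as low control; format: 1536-well plates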
NR2E3 ag-2: human photoreceptor-specific nuclear receptor agonism | CHO-S Gal4-NCOR/VP16-NR2E3 two-hybrid, luciferase | inhibition of corepressor binding, % at 3.98 µM | 360,000 tested, 0.35% active | AID 602229;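 active = inhibition above the mean of all tested compounds plus 3 SD, cut at about 70% in these data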;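 also: 0% = DMSO with NR2E3 transfected cells and 100% = cells lacking NR2E3 construct; higher means lower luciferase signal from less NR2E3 corepressor binding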
HTR2A ag: activates the mouse 5-HT2A serotonin receptor; P35363; CHO-K1 mHTR2A beta-arrestin complementation, luminescence; percent of 30 µM serotonin response; activation, % at 7.6 µM; 360,000 tested, 0.66% active; AID 624169;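 active = activation above a run cutoff, the mean activation of all tested compounds plus 3 SD, cut at about 14% in these data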;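 also: 0% = plate median of compound wells and 100% = 30 µM serotonin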
Peg3 prom inh: inhibitors of Peg3 promoter; HeLa PEG-Prom luciferase reporter, luminescence, overnight; inhibition, % at 20 µM; AID 588405; 360,000 tested, 1.7% active;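 active = inhibition of at least 50% at 20 µM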
H9c2 protect: protects H9c2 cardiomyocytes from peroxide injury; H2O2 injury protection, ATPLite, 2 h; protection from H2O2 cell death, % at 20 µM; 360,000 tested, 0.63% active; AID 588492;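 active = compounds giving at least 50% protection of heart cells from peroxide-induced death in the single-dose screen, raw or plate-pattern-corrected value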;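 also: 0% = DMSO wells with peroxide and 100% = DMSO wells without peroxide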
HIF-2a block: HIF-2a inhibition | 786-0 RCC cells HIF-2a reporter, luciferase luminescence, overnight | inhibition, % at 18.8 µM | 360,000 tested, 0.72% active | AID 624352;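 active = inhibition of the luminescence signal of 40% or more relative to plate controls, in a single-dose primary screen at 18.75 µM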
Shn3 inh set2: inhibitors of Schnurri-3 3'UTR reporter in osteoblasts | Clone20 osteoblast Shn3 3'UTR firefly luciferase, 24 h | inhibition, % at 12.5 µM | 360,000 tested, 0.52% active | AID 588674;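 active = mean inhibition of at least 75% with every replicate also reaching 75%; inconclusive = mean inhibition at least 75% but some replicate below; inactive = mean inhibition below 75%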;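 also: 0% = median of neutral control wells and 100% = pilot-screen positive control compound; some compounds past the cut are filed as inactive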
Active calls of the source: *; ? = inconclusive; / = not tested or not shown.

SMILES	PDI turbidity	CaV13 ICDI inh	MITF TRPM1 inh	iPSC survival up	NR2E3 ag-1	NR2E3 ag-2	HTR2A ag	Peg3 prom inh	H9c2 protect	HIF-2a block	Shn3 inh set2
CN(C)c1nc(OCCNC(=O)COc2ccc(Cl)cc2Cl)nc(N2CCOCC2)n1	1	-4	-7	3.5	-1	-14	0	6	2	5	-2
O=C(/C=C/c1ccccc1F)N1CCN(c2ccccn2)CC1	-13	-10	4	-0.4	0	-47	-3	-75	-3	-92	3
CC(C)c1c(C(=O)N/N=C/c2ccc(Cl)cc2Cl)nnn1-c1nonc1N	0	-5	-20	0.2	1	-1	2	-5	-8	-7	-9
Cc1cccc(CCNC(=O)c2nnc(Cc3ccc(Cl)cc3)o2)c1	4	-4	3	-4.2	3	-16	5	9	0	3	6
COc1cccc(CN2CCNC(=O)C2CC(=O)NCCn2ccc3ccccc32)c1OC (centres undefined)	-5	-18	9	-2.5	4	12	-2	4	1	14	15
O=C(C1CCN(Cc2ccc(Cl)cc2)CC1)N1CCN(C(c2ccccc2)c2ccccc2)CC1	-1	-3	-9	-1.9	-1	17	-2	18	-7	-1	4
CNc1ccccc1-n1ccc(-c2ccccc2)n1	-2	/	-18	-0.7	-3	-38	-1	-111	3	-150	0
Cc1cccc(C)c1OCc1nc2ccccc2c(=O)n1/N=C/c1c[nH]c2ccccc12	1	-4	13	0.4	3	4	1	-8	12	-14	-24
c1ccc2c(N3CCCCC3)nc(N3CCCCC3)nc2c1	-3	-4	13	-2.3	1	-1	-4	26	-20	19	2
Cc1nn(Cc2ccccc2)c(Cl)c1C(=O)OCc1nnc(-c2ccc(Cl)cc2)o1	8	-5	-13	-1.5	-2	-18	1	-26	-19	-41	-2
Nc1nc(SCC(=O)Nc2ccc([N+](=O)[O-])cc2)n[nH]1	9	-4	-1	0.2	-1	-10	2	13	-9	9	10
NC(=O)COc1ccccc1	-3	-4	-4	0.8	4	27	1	-6	-5	12	-22
O=C(CSc1nc2c(cnn2-c2ccc(F)cc2)c(=O)[nH]1)N1CCCCCC1	-6	-6	12	0.1	-1	-13	-2	28	-7	9	-3
C/C(=N\NC(=O)c1cc(O)ccc1O)c1cccc(NC(=O)c2cccc(Cl)c2)c1	-5	-5	-32	0.3	0	-38	5	-39	19	-100	-34
CC(C)OC(=O)N(C)C[C@@H]1OCc2cnnn2CCCC(=O)N([C@@H](C)CO)C[C@@H]1C	-2	-8	/	1.9	/	-5	-3	-3	2	13	1
C[C@@H]1C(=O)O[C@H]2CC34[C@H]5C[C@@H](C(C)(C)C)[C@]36[C@@H](OC(=O)[C@@H]6O)O[C@@]4(C(=O)O5)[C@]21O (some centres undefined)	1	-5	-7	0.1	3	-10	0	0	0	7	16
O=C(OC(C(=O)Nc1cc(Cl)cc(Cl)c1)c1ccccc1)C1=COCCO1 (centres undefined)	-3	-5	-3	-0.3	-1	3	0	9	-4	13	4
O=C(O)c1ccc(N/N=C/c2ccncc2)cc1	17	-20	8	-0.2	-2	-39	-2	-11	-2	-33	-4
CCOC(=O)N1CCN(C(=O)c2cn(CC)c3ccc(S(=O)(=O)N(C)C4CCCCC4)cc3c2=O)CC1	-1	-12	7	-0.4	-1	17	-1	2	0	1	0
O=C(NCCN1CCOCC1)c1ccc2c(c1)N(Cc1ccc(F)cc1)C(=O)CS2	-2	-6	/	2.1	0	15	-4	18	9	7	-7
COc1cc(Br)cc(/C=N/NC(=O)Cc2ccccc2)c1O	4	-6	4	1.1	2	-42	-3	36	45	9	24
Nc1nnc(SCn2nnc3ccccc3c2=O)s1	1	-4	9	-0.6	0	9	0	-3	-6	15	10
CC(C)(C)NC(=O)CN(C(=O)c1snc(C(=O)NC2CCCCC2)c1N)c1ccccc1F	14	-4	8	-0.6	1	-9	-5	2	-1	25	35
Cc1nn(-c2ccccc2)c2c1C1(C(=O)N(C)c3ccccc31)C(C#N)=C(N)O2 (centres undefined)	0	-4	20	-2.8	1	-6	-4	8	-3	10	0
COc1ccc(CNC(=O)C2CCN(S(=O)(=O)c3ccc4c(c3)N(C(C)=O)CCO4)CC2)cc1	-1	-2	-16	-0.6	4	-20	-3	9	0	8	10

Part of the list above in order of count of non-hydrogen atoms, rising:
SMILES	PDI turbidity	CaV13 ICDI inh	MITF TRPM1 inh	iPSC survival up	NR2E3 ag-1	NR2E3 ag-2	HTR2A ag	Peg3 prom inh	H9c2 protect	HIF-2a block	Shn3 inh set2
O=C(O)c1ccc(N/N=C/c2ccncc2)cc1	17	-20	8	-0.2	-2	-39	-2	-11	-2	-33	-4
CNc1ccccc1-n1ccc(-c2ccccc2)n1	-2	/	-18	-0.7	-3	-38	-1	-111	3	-150	0
c1ccc2c(N3CCCCC3)nc(N3CCCCC3)nc2c1	-3	-4	13	-2.3	1	-1	-4	26	-20	19	2
Cc1cccc(CCNC(=O)c2nnc(Cc3ccc(Cl)cc3)o2)c1	4	-4	3	-4.2	3	-16	5	9	0	3	6
O=C(OC(C(=O)Nc1cc(Cl)cc(Cl)c1)c1ccccc1)C1=COCCO1 (centres undefined)	-3	-5	-3	-0.3	-1	3	0	9	-4	13	4
O=C(CSc1nc2c(cnn2-c2ccc(F)cc2)c(=O)[nH]1)N1CCCCCC1	-6	-6	12	0.1	-1	-13	-2	28	-7	9	-3
C[C@@H]1C(=O)O[C@H]2CC34[C@H]5C[C@@H](C(C)(C)C)[C@]36[C@@H](OC(=O)[C@@H]6O)O[C@@]4(C(=O)O5)[C@]21O (some centres undefined)	1	-5	-7	0.1	3	-10	0	0	0	7	16
Cc1cccc(C)c1OCc1nc2ccccc2c(=O)n1/N=C/c1c[nH]c2ccccc12	1	-4	13	0.4	3	4	1	-8	12	-14	-24
CC(C)(C)NC(=O)CN(C(=O)c1snc(C(=O)NC2CCCCC2)c1N)c1ccccc1F	14	-4	8	-0.6	1	-9	-5	2	-1	25	35
O=C(C1CCN(Cc2ccc(Cl)cc2)CC1)N1CCN(C(c2ccccc2)c2ccccc2)CC1	-1	-3	-9	-1.9	-1	17	-2	18	-7	-1	4

New compounds follow:
SMILES	PDI turbidity	CaV13 ICDI inh	MITF TRPM1 inh	iPSC survival up	NR2E3 ag-1	NR2E3 ag-2	HTR2A ag	Peg3 prom inh	H9c2 protect	HIF-2a block	Shn3 inh set2
Cc1ccc(CNS(=O)(=O)c2cn(C)c(=O)n(C)c2=O)cc1	8	-6	5	0.8	-3	-3	-5	13	-2	8	-2
Oc1ccccc1C(=S)N1CCCC1	-2	-3	6	-0.1	4	-7	-3	-3	-1	20	-30
COc1ccc2[nH]c3c(c2c1)CCN1C(=O)C(CC(=O)NCCC2=CCCCC2)C[C@H](C(=O)N2CCCCC2)[C@@]31CCc1ccccc1 (some centres undefined)	-3	-8	11	-1.4	/	-9	5	27	2	2	4
CCN(C)Cc1c(C(=O)N2CCc3ccccc3C2)nc2ccc(Cl)cn12	-1	-4	11	1.0	1	0	-5	5	17	13	7
Cn1cc(Br)c(C(=O)Nc2c(F)c(F)c(F)c(F)c2F)n1	5	-14	7	0.6	1	-14	0	-3	18	9	-3
Cc1cc(C)c(OCC(=O)N/N=C/c2ccco2)c(C)c1	-7	/	4	1.6	-2	-36	-4	8	7	14	-17
CCNC(=O)C1CCCN(C(=O)c2ccc(C#N)cc2)CC1 (centres undefined)	0	-5	/	3.8	/	-8	4	-17	7	2	-1
C=C(C)[C@@H]1CC=C(CN2CCN(Cc3ccccc3)CC2)CC1	14	-21	-10	0.8	-1	11	-6	2	-7	-1	-7
CC(C)(CN1CCCN(CC(C)(C)C(=O)O)C1=O)C(=O)O	4	-5	/	0.7	/	-17	-6	-15	4	5	-15
CN(C)S(=O)(=O)N1CCC(Oc2cccc(C(=O)NC3CCCCCC3)c2)CC1	-3	-5	42	-0.6	-3	91*	9	17	-13	10	66
CC(=O)Nc1ccc(C(=O)OC2CCCCC2=O)cc1 (centres undefined)	10	-4	-7	-2.2	-1	-3	13	-2	12	6	-4
O=C(NCCCCCCOC1=NS(=O)(=O)c2ccccc21)C(=O)Nc1ccccc1	9	-4	-24	-3.1	1	-42	0	-119	-16	-125	19
Cc1nn(C)c(C)c1NC(=O)c1ccccc1NC(=O)Nc1ccccc1	8	-18	-11	1.0	1	15	6	7	-2	-6	-15
CC(=O)N1CCN=C1SCc1ccccc1F	-2	-8	-19	-1.3	3	-10	9	-14	-1	-11	-4
O=C(Nc1ccncc1)c1cc(S(=O)(=O)N2CCOCC2)ccc1Cl	5	-5	9	26*	3	21	3	7	3	23	-4
Cc1[nH]c(=O)[nH]c(=O)c1S(=O)(=O)Nc1ccc(F)cc1Cl	-3	-22	-3	3.0	/	3	4	9	-3	-1	3
CCOc1ccc2oc(C(=O)N3CC(C)OC(C)C3)c(C)c2c1 (centres undefined)	-1	-8	-10	-0.2	3	-17	-6	-23	-2	-34	-3
CCOC(=O)c1ccsc1NC(=O)c1ccco1	9	-5	5	0.4	1	-4	5	2	-2	-9	-2
CCO/C(C)=N/Oc1cccc(N(C)C)c1	/	-9	/	-0.2	/	-8	-1	16	-4	-20	-40
Cc1cc(C)c(OCC(=O)Nc2cc(C(=O)O)cc(C(=O)O)c2)cc1C	-18	5	-11	2.4	3	11	2	-5	-1	23	-4
CC(=O)/C=C/c1ccc2ccccc2n1	?	-2	18	-2.0	-1	-29	5	103*	-28	34	-39
COc1ccc(S(=O)(=O)N2CCN(CC(=O)N3CCNC3=O)CC2)cc1OC	-2	-12	/	-1.2	/	-8	2	-7	9	8	1
Cc1cccc(CC2CC(=O)N(c3nc4ccccc4s3)C2=O)c1 (centres undefined)	7	-6	2	0.4	0	-31	-4	5	-4	14	-6
COC1OC2COC(c3ccccc3)OC2C2OC(c3ccccc3)OC12 (centres undefined)	2	-11	/	-2.3	/	7	5	11	-8	5	16
Cn1c(=O)c2c(nc(NCC3CCCO3)n2C)n(C)c1=O (centres undefined)	5	-14	-1	3.3	-1	-4	1	5	4	18	0
O=C(CCC(=O)N(c1cccc(F)c1)C(C(=O)NC1CCCC1)c1ccncc1)Nc1cccnc1 (centres undefined)	0	-4	10	6.6	2	-10	-3	2	0	13	-4

From PubChem
